Source: PubChem BioAssay (The Scripps Research Institute Molecular Screening Center)
ssDAF12 agonist – S. stercoralis DAF-12 activation, primary screen; activation, % at 6.8 µM; actives 1% (n = 370,000); HEK293 ssDAF-12/GRIP1 lit1-tk-luc reporter, luminescence; % of 3 µM dafachronic acid response; AID 652126;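 active = activation above the mean over all tested compounds plus 3 SD, cut at about 0.9% in these data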;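 note: 0% = DMSO-only wells and 100% = 3 µM delta7-dafachronic acid wells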
ADAM17 inh – inhibitors of human ADAM17; P78536; actives 0.83% (n = 370,000); inhibition, % at 6.95 µM; AID 720648; recombinant ADAM17, EDANS/DABCYL FRET peptide cleavage;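 active = inhibition above the mean of compounds lying between control limits plus 3 SD, set per campaign, cut at about 8.5% in these data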;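 note: 0% = DMSO-only wells as the low control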
Target sequence (P78536 215-824 limits assumed): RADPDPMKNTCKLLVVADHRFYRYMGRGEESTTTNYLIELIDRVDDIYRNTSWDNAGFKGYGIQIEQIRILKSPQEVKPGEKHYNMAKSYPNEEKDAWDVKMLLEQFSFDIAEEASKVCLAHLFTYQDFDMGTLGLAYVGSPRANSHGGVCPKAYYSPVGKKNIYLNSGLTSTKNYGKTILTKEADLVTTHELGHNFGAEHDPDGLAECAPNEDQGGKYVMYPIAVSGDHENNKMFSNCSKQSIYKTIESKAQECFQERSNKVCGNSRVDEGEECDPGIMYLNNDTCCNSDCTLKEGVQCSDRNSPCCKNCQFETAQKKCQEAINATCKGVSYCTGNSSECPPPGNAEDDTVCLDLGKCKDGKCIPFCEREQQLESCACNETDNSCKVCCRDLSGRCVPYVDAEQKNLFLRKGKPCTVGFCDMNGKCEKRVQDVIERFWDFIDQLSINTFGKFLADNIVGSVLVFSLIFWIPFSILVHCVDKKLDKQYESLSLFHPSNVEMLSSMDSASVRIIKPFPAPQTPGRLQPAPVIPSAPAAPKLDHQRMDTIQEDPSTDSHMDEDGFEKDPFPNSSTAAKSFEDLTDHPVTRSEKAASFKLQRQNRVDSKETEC
GAA850 FXN act – increases GAA850 frataxin promoter reporter activity. HEK293 lucGAA850 FXN promoter luciferase reporter, 24 h; percent of 10 µM SAHA response. activation, % at 6 µM. actives 0.56% (n = 360,000). AID 540364;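 active = activation above the average of all compounds screened plus 3 SD, cutoff fixed separately per campaign, cut at about 7.5% in these data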;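 note: 0% = DMSO wells and 100% = 10 µM SAHA wells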
ADAM10 inh – ADAM10 inhibition, QFRET primary screen; actives 0.62% (n = 370,000); AID 720582; O14672; recombinant ADAM10, EDANS/DABCYL FRET peptide cleavage, 3 h; inhibition, % at 7 µM;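 active = inhibition above a per-campaign cutoff equal to the mean of compounds falling between control-based bounds plus 3 SD, cut at about 20% in these data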;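 note: 0% = DMSO wells while the 100% control is not disclosed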
hgDAF-12 ag – agonists of H. glycines DAF-12 nuclear receptor; HEK293 GAL4-hgDAF12 UAS-luciferase reporter, agonist luminescence; normalized to butyrate control; activation, % at 6.8 µM; actives 1.8% (n = 370,000);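 active = activation above a cutoff set at the mean of all screened compounds plus 3 SD, cut at about 10% in these data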;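 note: 0% = DMSO wells and 100% = sodium butyrate wells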
PLCg1 inh – inhibitors of human phospholipase C gamma1 | P19174 | purified PLC-gamma1, fluorogenic substrate, fluorescence | inhibition, % at 12.2 µM | actives 0.84% (n = 370,000) | AID 720700; in the data active = inhibition above about 9.5%
DAX1 inh-1 – blocks DAX1 repression of SF-1 activated StAR promoter. inhibition, % at 6.8 µM. actives 1.1% (n = 370,000). AID 652010. HEK293T StAR-luciferase reporter, SF-1/DAX-1 repression relief;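 active = inhibition above the mean over all tested compounds plus 3 SD, cut at about 3.6% in these data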;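 note: 0% = DAX-1 cells with DMSO and 100% = cells lacking DAX-1 with DMSO; higher inhibition means more luminescence from relief of DAX-1 repression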
hcDAF-12 act – activates DAF-12 receptor from parasite H. contortus; actives 1.4% (n = 370,000); AID 652067; activation, % at 6.8 µM; HEK293 hcDAF-12 lit1-tk-luc reporter, luminescence; 0% DMSO, 100% Δ7-dafachronic acid;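 active = activation above the mean of all tested compounds plus 3 SD, cut at about 5.5% in these data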;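 note: 100% = response to 3 µM Δ7-dafachronic acid high control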
HGIII-sPLA2 inh – Inhibits HGIII-sPLA2 liposome hydrolysis, primary screen; Q9NZ20; QFRET BODIPY PC-A2 liposome hydrolysis, fluorescence; inhibition, % at 12.2 µM; actives 0.56% (n = 370,000);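 active = inhibition above mean plus 3 SD of compounds lying within the high and low control bounds, cut at about 19% in these data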;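 note: 0% = median of test compound wells and 100% = no enzyme DMSO wells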
DAX1 inh-2 – NR0B1 (DAX1) inhibition; inhibition, % at 6.75 µM; actives 0.99% (n = 340,000); AID 504766; P51843; HEK293 Gal4-DAX1 luciferase reporter, luminescence;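 active = inhibition above the mean over all tested compounds plus 3 SD, cut at about 4.2% in these data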;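 note: 0% = DAX1-transfected cells with DMSO and 100% = empty-vector control cells with DMSO; inhibition shows as a rise in luminescence from relieved DAX1 repression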
Target sequence (P51843 207-470 limits assumed): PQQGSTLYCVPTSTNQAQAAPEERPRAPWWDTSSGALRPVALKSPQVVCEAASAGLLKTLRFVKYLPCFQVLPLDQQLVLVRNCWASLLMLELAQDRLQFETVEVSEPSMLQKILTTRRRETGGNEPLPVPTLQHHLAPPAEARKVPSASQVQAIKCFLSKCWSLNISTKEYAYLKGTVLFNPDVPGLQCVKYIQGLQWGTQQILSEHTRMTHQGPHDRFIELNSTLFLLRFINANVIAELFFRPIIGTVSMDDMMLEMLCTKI
PLCb3 inh – PLC-beta3 (human) inhibition, primary screen; actives 0.18% (n = 370,000); Purified PLC-beta3, fluorogenic substrate, fluorescence; Q01970; inhibition, % at 12.2 µM; in the data active = inhibition above about 11%;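 note: 0% = median of compound wells on plate and 100% = full blocker control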
* marks the source's active call; other numbers are inactive results; i = inactive; nt = no result given.

Order of results – ssDAF12 agonist, ADAM17 inh, GAA850 FXN act, ADAM10 inh, hgDAF-12 ag, PLCg1 inh, DAX1 inh-1, hcDAF-12 act, HGIII-sPLA2 inh, DAX1 inh-2, PLCb3 inh
COc1ccc(OC)c(CCNC(=O)C(=O)Nc2ccc3nc4n(c(=O)c3c2)CCCCC4)c1
  -1.0, 1, 4.7, -1, -3.8, 6, -0.2, -1.9, 7, -0.5, -4
Cn1c(C2CCCCC2)nc2ccccc21
  -0.7, 5, 1.8, 8, 0.7, 4, 0.6, -2.2, 5, -1.3, -2
CCC(NC(=O)c1ccccc1NC(=O)C(C)(C)C)C(=O)N1CC(C)OC(C)C1 (centres undefined)
  -1.6, 0, 0.6, -11, 7.4, -2, -0.7, -0.1, 5, -0.3, -6
COc1ccc(CNC(=O)C[C@H]2C[C@H](C(=O)N3CCCCC3)[C@@]3(C)c4[nH]c5ccc(Cl)cc5c4CCN3C2=O)cc1OC
  -1.4, 1, -5.4, -5, -1.6, 2, -0.6, -1.8, -8, -1.6, 1
O=c1c2ccccc2nc2n1CCS2
  -0.8, -3, 1.9, -1, 2.7, 2, -0.3, -0.1, 2, 1.2, -12
O=C(O)CCc1ccc(-c2ccccc2)n1Cc1ccco1
  -0.5, -23, 1.6, -62, -0.3, -43, 0.2, -1.1, 1, 0.9, -68
O=C(O)c1cc(S(=O)(=O)N2CCN(S(=O)(=O)c3ccc4ccccc4c3)CC2)ccc1Br
  -0.6, 4, -2.7, -9, 3.8, 8, 1.3, 2.2, -35, 0.1, -2
COc1ccc(Cn2c(N)c(S(=O)(=O)c3cccs3)c3nc4ccccc4nc32)cc1
  0.6, -38, -2.3, -116, -1.6, -48, -0.3, 1.5, -1, -0.7, -67
O=C(COc1ccc(F)cc1Br)NCc1nnc2ccccn12
  -1.5, -3, -0.5, -5, 1.4, 1, 0.4, -0.6, 3, 1.3, -2
Cn1nc(-c2ccc(Cl)cc2)cc1NC(=O)CCCC(=O)O
  -1.5, 1, 1.0, -11, 0.4, 1, 0.0, 2.4, 11, nt, -5
CCNC(=S)NNC(=O)c1cc(-c2ccc(OCC)cc2)nc2ccccc12
  1.3*, -67, 2.9, -187, 16*, -417, 7.7*, 9.0*, 8, -4.6, i
N#C/C(=C\c1cccs1)C(=O)NCC1CCCO1 (centres undefined)
  -0.1, 2, 5.0, 4, 5.6, 4, 0.6, 0.3, 3, 1.1, 6
CC(=O)N1CCC(C(=O)Nc2ccccc2)(N(Cc2ccccc2)C(=O)c2cccnc2)CC1
  -0.7, -2, 1.6, 8, -0.4, -4, -0.4, -1.3, 5, 0.9, 2
COC(=O)c1c(NC(=O)C2=COCCO2)sc(C)c1C
  -0.2, -6, 1.9, -19, 1.0, -30, -3.2, -0.5, -14, -1.1, -33
CCOCCCNc1nc(C)nc2c1nnn2Cc1c(F)cccc1Cl
  -1.6, 3, 1.5, 2, 0.2, 2, -0.7, -1.8, 0, -0.4, -2
COC(=O)c1sccc1NC(=O)Nc1ccccc1F
  -0.9, 0, 2.3, 0, 2.2, 0, -0.1, 1.0, -2, -0.3, 4
O=C(CCc1ccccc1)N1CCN(c2ccccn2)CC1
  -2.1, 0, -1.2, -13, 0.0, 0, -0.3, 2.5, 3, 0.8, 2
CCN(CCS(=O)(=O)c1ccc(Br)cc1)Cc1nc2ccccc2c(=O)[nH]1
  -0.9, 0, 0.6, -6, -2.0, -5, -0.1, -2.8, -6, -0.3, -11
N#Cc1cc2cc3c(cc2nc1N1CCOCC1)OCO3
  -0.1, -164, -1.9, i, 3.5, -183, -0.5, -0.1, 3, -0.5, -200
Cc1ccc2c(Cl)cc(Cl)c(OCC(=O)Nc3cccc(S(N)(=O)=O)c3)c2n1
  -1.9, -3, -0.3, -4, -3.7, 0, -0.9, -2.2, -23, 0.0, -2
O=C(COC(=O)CNC(=O)c1ccccc1)NCCc1ccccc1
  -1.4, 3, 2.5, 1, 0.0, 3, 0.1, -0.2, 1, 1.3, 3
O=C1Cc2cc(S(=O)(=O)NCc3ccc(F)cc3)ccc2N1
  -0.4, -2, -2.2, -9, 1.2, 3, -0.8, -1.2, -34, 0.7, -1
N#CC(C(=O)c1ccc(S(=O)(=O)N2CCCCCC2)cc1)c1nc2ccccc2[nH]1 (centres undefined)
  -0.7, 2, -3.0, -6, 2.3, -20, -0.6, -1.9, -7, 1.0, -26
CCn1c(SCC(=O)NCCc2ccccc2)nc2sc3c(c2c1=O)CCN(C)C3
  -1.3, -70, 1.2, -177, -0.3, -47, -0.3, 0.2, -5, 0.2, -69
CS(=O)(=O)N(CCc1ccccc1)CC(=O)NCc1ccccn1
  -1.5, -3, -0.6, 0, 0.0, 0, 0.4, -1.1, 1, 0.7, 0
CC(=O)c1ccc(N2C(=NC(=O)CCC3CCCC3)SC3CS(=O)(=O)CC32)cc1 (centres undefined)
  -0.9, -3, 0.0, 2, -0.3, 0, 0.0, -1.3, 1, 0.4, -2
Cc1cccc(C)c1N1CCN(c2cc(Cl)nc(N)n2)CC1
  -0.4, 1, -0.6, 1, -1.9, 2, 0.5, -2.3, 0, -1.4, -3
CCOc1ccccc1-n1c(SCC(=O)NC2CCCC2)nnc1-c1ccoc1C
  -1.1, 0, 0.6, 3, -2.8, 4, 1.5, -0.6, 3, 0.3, 4
Cc1cc(N)c(C)c([N+](=O)[O-])c1C
  -1.3, -2, 1.2, 1, -0.8, -2, -0.1, -2.1, 8, 0.3, 2
COc1ccc(-c2csc(NC(=O)c3cc(C)oc3C)n2)cc1OC
  -1.3, 0, 4.8, 10, 0.1, -11, -3.6, -3.5, 1, -0.8, -25
COc1ccc(S(=O)(=O)N2CCN(C(=O)c3cc4c(s3)CCC4)CC2)cc1
  -1.0, -4, -1.3, -7, 0.0, -4, -2.0, -2.1, 2, -0.5, -8
Cc1ccc2nc(-c3ccc(Cl)cc3)c(Cc3ccccc3C(F)(F)F)n2c1
  -0.7, -6, nt, -20, 12*, -8, 7.7*, 1.9, -6, nt, -9
COc1ccc(-n2c(SCC(=O)Nc3ccc(OCc4ccccc4)cc3)nnc2-c2ccc(C)cc2)cc1
  -1.0, 0, nt, -3, 10, 4, -0.6, -1.2, 0, nt, 0
O=C(OCn1nnc2ccccc2c1=O)c1ccc2ncsc2c1
  -1.3, 1, -0.1, 0, 0.5, 4, 0.8, -0.8, -5, -1.5, 0
Cc1ccc(-c2cc(C(=O)O)n[nH]2)s1
  -1.0, -4, -0.5, -1, 0.1, -1, -0.2, -1.1, 6, 0.1, -1
O=C(NCCc1ccccc1Cl)C1CCC(=O)N(Cc2cccc(C(F)(F)F)c2)C1 (centres undefined)
  -1.6, -3, 0.6, -3, -1.4, 0, -1.9, -2.3, 0, 0.0, -7
CN1C(C(=O)Nc2ccc(F)cc2F)=CC(c2cccs2)=NS1(=O)=O
  -0.9, 0, -2.0, -11, -1.1, -6, -0.4, 0.5, -16, -0.9, -18
CC1Sc2ccc(S(=O)(=O)N(C)Cc3ccccc3)cc2NC1=O (centres undefined)
  -1.0, -2, 1.4, -8, -0.6, -3, -0.3, -0.8, -9, -0.6, -7
CCCn1c(SCC(=O)NC2CC2)nnc1-c1ccccn1
  -0.5, -3, -0.2, -2, -0.1, 2, -0.4, -2.1, 3, -0.7, -3
CCOc1ccc(N2C(=O)/C(=C/c3ccccc3OCC(=O)OC)N(CC(=O)OC)C2=S)cc1
  -1.4, 5, 3.0, 15, 1.4, 3, -0.6, 0.4, -8, -0.2, 2
Cc1cc(C)n(-c2nc3ccccc3c(=O)n2OCC(C)C)n1
  -0.3, -5, 0.5, 0, 1.0, 2, -0.4, -1.4, 4, 0.0, -3
CCCc1nnc(NC(=O)CCC(=O)N2CCN(Cc3ccc(Cl)cc3)CC2)s1
  -1.1, 1, -0.2, -3, -2.1, 2, -0.2, -1.4, -5, -0.2, -3
CCN(CC)CCNC(=O)C1c2ccccc2C(=O)N(C)C1c1cn(C)c2ccccc12 (centres undefined)
  -0.6, -4, 1.7, 4, -0.8, 2, -0.9, -2.5, 6, -0.1, -5
CCOC(=O)N1CCN(C(=O)c2ccc(CNS(=O)(=O)c3ccc(C)cc3)cc2)CC1
  -1.0, -2, -0.3, 0, 1.0, -1, 0.2, -1.7, -8, -1.2, -1
Cc1ccc(C)c2c1CCC(=Cc1ccccc1[N+](=O)[O-])C2=O
  -0.9, 2, 1.3, 3, 1.7, -1, -1.6, -0.4, -2, -0.2, 1
O=C(NCC1CCS(=O)(=O)C1)Oc1ccccc1 (centres undefined)
  -1.2, -1, 0.2, 2, 0.1, 2, 0.3, -0.7, 6, -0.4, 2
O=C(/C=C/c1ccnc2ccccc12)c1cccs1
  -0.1, -4, 4.6, -19, 14*, 5, 2.5, 4.0, -5, 0.6, 3
COc1cc(C(=O)Oc2ccccc2/C=N/NC(=O)c2ccc(Cl)cc2Cl)cc(OC)c1OC
  -0.6, 4, 0.1, 4, 5.7, -6, 0.3, 1.2, -18, 2.8, -8
Cc1ccccc1/C=C1\C(=O)Nc2ccc(F)cc21
  -0.9, 5, 0.7, 6, -1.9, 3, 0.2, 4.4, -8, 0.5, -2
O=S1(=O)c2c(cccc2N2CC[C@H](O)C2)OCCCN1C1CC1
  -0.6, -9, nt, -10, 2.4, -1, -1.6, 0.1, 5, nt, 1
CCCC(c1nnnn1CS(=O)(=O)c1ccc(C)cc1)N1CCN(c2ccc(F)cc2)CC1 (centres undefined)
  -1.4, -3, -0.3, 9, 1.8, -1, -0.1, 1.1, 6, 0.6, 4
C=CCOc1ccc(/C=C2\SC(=S)N(NS(=O)(=O)c3ccc(C)cc3)C2=O)cc1
  -0.4, 2, 0.9, 6, 1.0, 0, 0.0, 2.0, -8, -0.4, -8
